Assay outcomes: PubChem, several laboratories
GDH-TPI inh: GDH-TPI coupling enzyme inhibitors, primary screen, artefact control for M. tuberculosis FBA inhibitor project, biochemical, absorbance, full deck. inhibition, % at 4.8 µM. AID 588335, 2011. GDH-TPI coupled enzyme counterscreen, NADH absorbance. hit rate 1.2% among 360,000; in the data active means inhibition above about 30%;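 further: 0% = DMSO wells and 100% = wells lacking the enzyme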
BoNT F protease: BoNT/F light chain protease inhibitors, primary screen, biochemical, flow cytometry, MLPCN library. inhibition, % at 10 µM. Botulinum neurotoxin type F light chain protease (Clostridium botulinum). hit rate 0.22% among 360,000. Multiplex microsphere protease cleavage assay. AID 588497, 2011; in the data active means inhibition above about 35%, passing the limit was not always enough; further: plate controls were buffer without enzyme for full effect and enzyme alone for no effect
Mtb FBA inh: Mtb FBA enzyme inhibitors, primary screen, biochemical, fluorescence, strain H37Rv | purified M. tuberculosis FBA, fluorescence read-out | inhibition, % at 1 µM | hit rate 2.3% among 360,000; in the data active means inhibition above about 27%;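 further: 0% = vehicle and 100% = reference inhibitor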
Target sequence (P9WQA3 whole entry, looked up): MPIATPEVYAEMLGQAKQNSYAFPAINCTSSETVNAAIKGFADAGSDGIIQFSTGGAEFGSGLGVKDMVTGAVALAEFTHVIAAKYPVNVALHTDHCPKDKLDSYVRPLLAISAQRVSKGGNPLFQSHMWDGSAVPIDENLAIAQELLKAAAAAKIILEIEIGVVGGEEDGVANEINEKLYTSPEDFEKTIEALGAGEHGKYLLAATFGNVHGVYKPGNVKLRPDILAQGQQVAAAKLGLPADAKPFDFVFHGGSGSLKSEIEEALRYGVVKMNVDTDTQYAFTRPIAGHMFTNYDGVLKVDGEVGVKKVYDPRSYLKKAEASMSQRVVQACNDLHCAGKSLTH
BioA inh: M. tuberculosis BioA enzyme inhibitors, primary screen, biochemical, plate reader, single point, HTS; 7,8-diaminopelargonic acid synthase BioA (Mycobacterium tuberculosis); hit rate 0.096% among 360,000; inhibition, % at 9.99 µM; purified M. tuberculosis BioA enzyme; in the data active means inhibition above about 40%
Rv3671c inh: Rv3671c serine protease inhibitors, primary screen, biochemical, fluorescence polarization, M. tuberculosis H37Rv; AID 2606, 2010; P9WHR9; hit rate 0.048% among 320,000; inhibition, % at 5.96 µM; in the data active means inhibition above about 38%;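 further: extracellular domain of Rv3671c used as enzyme; 0% = enzyme with DMSO and 100% = no enzyme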
MazF activator: activators of E. coli MazEF toxin-antitoxin RNase, primary screen, biochemical, fluorescence, uHTS; Endoribonuclease toxin MazF (Escherichia coli (strain K12)), P0AE70; activation, % at 20 µM; hit rate 0.32% among 350,000; FAM/BHQ RNA-DNA oligo cleavage fluorescence, 5 h; in the data active means activation above about 50%
Target sequence (P0AE70 whole entry, looked up): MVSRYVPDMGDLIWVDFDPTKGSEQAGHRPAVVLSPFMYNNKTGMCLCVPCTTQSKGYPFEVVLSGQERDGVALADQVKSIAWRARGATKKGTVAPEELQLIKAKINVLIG
PrPC TRFRET: inhibitors of human cell surface prion protein PrPC, primary screen, cell-based, TR-FRET. AID 720596, 2013. TR-FRET read-out. Major prion protein (Homo sapiens), P04156. inhibition, % at 13.8 µM. hit rate 0.43% among 370,000; in the data active means inhibition above about 24%; further: 0% = median of the test wells and 100% = reference compound wells
Mtb UGM inh: M. tuberculosis UGM enzyme inhibitors, primary screen, biochemical, fluorescence polarization, single point; purified UGM, fluorescence polarization probe displacement; AID 504406, 2011; UDP-galactopyranose mutase (Mycobacterium tuberculosis (strain ATCC 25618 / H37Rv)), …; inhibition, % at 10 µM; hit rate 0.06% among 320,000; in the data active means inhibition above about 10%, passing the limit was not always enough
Target sequence (P9WIQ1 whole entry, looked up): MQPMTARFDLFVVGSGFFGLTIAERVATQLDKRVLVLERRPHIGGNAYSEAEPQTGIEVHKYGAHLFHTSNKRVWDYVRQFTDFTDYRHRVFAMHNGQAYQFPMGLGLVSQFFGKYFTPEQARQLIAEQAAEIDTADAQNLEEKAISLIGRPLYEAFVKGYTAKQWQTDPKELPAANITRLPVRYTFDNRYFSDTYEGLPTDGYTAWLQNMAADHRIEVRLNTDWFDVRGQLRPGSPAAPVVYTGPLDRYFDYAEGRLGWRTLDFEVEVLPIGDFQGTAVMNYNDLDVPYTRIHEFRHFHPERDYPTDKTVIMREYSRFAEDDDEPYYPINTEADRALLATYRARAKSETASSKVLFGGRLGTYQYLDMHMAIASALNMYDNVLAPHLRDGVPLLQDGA
FadD28 binding: inhibitors of FadD28 bisubstrate probe binding, primary screen, biochemical, fluorescence polarization, single point; inhibition, % at 12.5 µM; hit rate 0.22% among 360,000; in the data active means inhibition above about 8.5%, passing the limit was not always enough
Numbers without * were called inactive; · = no result given. Outcome played no part in choosing rows; overall some 4.8% were active at least once.

Molecule | GDH-TPI inh | BoNT F protease | Mtb FBA inh | BioA inh | Rv3671c inh | MazF activator | PrPC TRFRET | Mtb UGM inh | FadD28 binding
COc1cc(Cn2c3ccc(NC(=O)CCc4cccnc4)cc3c(=O)n2C)ccc1F | 3 | -2 | 177* | 28 | · | · | -9 | · | -1.4
Cc1n[nH]c(=O)c2c(NC(=O)CSc3nc4ccccc4c(=O)n3CCCO)oc(C)c12 | 9 | 0 | 1 | 1.2 | -8 | 4 | -10 | 0.7 | -2.8
Cc1ccc(S(=O)(=O)N(C)c2ccc(OC(=O)c3cc(=O)[nH]c4ccccc34)cc2)cc1 | -9 | -8 | 3 | 0.6 | -22 | -10 | -1 | · | -1.8
CCC1CCCCN1Cc1nc2c(c(=O)n(C)c(=O)n2C)n1Cc1ccccc1 (stereo not given) | 3 | -15 | 0 | -1.5 | -2 | -2 | 10 | 0.3 | 0.3
Nc1nnc(SCc2nnc(-c3ccccc3)o2)s1 | -3 | -1 | 1 | · | 2 | -3 | 15 | -3.1 | 2.3
O=C(CN1CCN(S(=O)(=O)c2ccc(Br)s2)CC1)N1CCCCC1 | 10 | -1 | 5 | -2.3 | -2 | -7 | 1 | -1.6 | 1.1
CCc1cc(=O)[nH]c(SCc2cccnc2)n1 | -3 | -1 | -1 | -1.0 | -2 | 8 | · | -2.7 | -2.2
O=C(Nc1ccn(Cc2cccc3ccccc23)n1)c1cccnc1 | 7 | 4 | 0 | · | -4 | 7 | 23 | 0.1 | -3.2

The last 2 compounds of the section above open the next one:
Molecule | GDH-TPI inh | BoNT F protease | Mtb FBA inh | BioA inh | Rv3671c inh | MazF activator | PrPC TRFRET | Mtb UGM inh | FadD28 binding
CCc1cc(=O)[nH]c(SCc2cccnc2)n1 | -3 | -1 | -1 | -1.0 | -2 | 8 | · | -2.7 | -2.2
O=C(Nc1ccn(Cc2cccc3ccccc23)n1)c1cccnc1 | 7 | 4 | 0 | · | -4 | 7 | 23 | 0.1 | -3.2
O=C(OCC(=O)c1ccc[nH]1)C1=COCCO1 | 8 | 3 | 2 | -2.7 | -2 | 1 | -6 | -2.8 | 0.0
CCCNC(=O)C1(C)CCCN(CC(=O)c2ccccc2OC)C1 (stereo not given) | -1 | 1 | 2 | -0.6 | · | · | -5 | · | -2.5
COc1cc2[nH]c(=O)n3nc(-c4ccccc4)nc3c2cc1OC | 9 | 5 | 20 | · | -2 | 7 | · | -0.2 | -2.4
O=C(c1cc(-c2ccccc2O)on1)N1CCCCCC1 | 8 | 9 | -1 | -0.5 | -3 | 6 | -1 | -0.9 | 0.9
COc1ccc(-c2cccc(NS(=O)(=O)c3ccc([N+](=O)[O-])cc3)c2)nn1 | 13 | -5 | -2 | 9.0 | -1 | 1 | -11 | 2.4 | -0.4
Cc1cccc(NC(=S)NCc2cccs2)c1C | -3 | 12 | 1 | 0.3 | 2 | 7 | 5 | -1.1 | -3.1
Cc1ccc(CNS(=O)(=O)c2ccc3c(c2)n(C)c(=O)n3C)cc1 | -10 | 21 | 1 | -0.4 | 4 | -10 | 2 | 1.3 | -0.7
O=C1CSC(c2ccc([N+](=O)[O-])cc2)N1c1ccccc1F (stereo not given) | 7 | 6 | 0 | 0.8 | -8 | 4 | -9 | 1.8 | -4.9
O=C1CC(NCc2ccncc2)C(=O)N1c1ccc(Cl)cc1 (stereo not given) | 5 | -3 | 4 | 1.6 | -1 | -11 | 5 | -1.2 | -0.6
CSc1ccccc1C(=O)NCCCOC(C)C | -6 | 1 | 0 | -0.7 | 5 | -3 | · | 1.5 | -0.8
CCn1c(SCC(=O)Nc2cc(C)c(Cl)cc2OC)nnc1-c1ccco1 | 11 | -11 | -2 | 2.5 | 1 | -18 | 10 | 0.1 | -3.0
O=C(NC1CCCCCC1)C1c2ccccc2C(=O)N1C1CC1 (stereo not given) | 1 | -12 | 1 | -2.1 | -8 | 2 | · | -1.8 | -2.9
O=c1[nH]c(=O)n(Cc2ccc(F)cc2)c(O)c1C=NCC1CCCO1 (stereo not given) | 5 | -32 | 4 | -0.4 | 3 | 1 | 0 | -1.3 | -2.6
Fc1cccc(Cl)c1Cn1nnc(-c2ccc(N3CCOCC3)cc2)n1 | -6 | 12 | 0 | -2.0 | 3 | 2 | 5 | -0.9 | -4.2
Cc1c(NC(=O)c2n[nH]c(=O)c3ccccc23)c(=O)n(-c2ccccc2)n1C | -4 | 4 | -2 | 1.2 | -8 | 8 | -5 | 0.8 | -4.3
O=C(CC12CC3CC(CC(C3)C1)C2)NC(Cc1ccccc1)C(=O)O (stereo not given) | 0 | 5 | 2 | -0.4 | 0 | -14 | 11 | -1.4 | 1.5

Structures from the list above with a Cl atom, in the order listed:
Molecule | GDH-TPI inh | BoNT F protease | Mtb FBA inh | BioA inh | Rv3671c inh | MazF activator | PrPC TRFRET | Mtb UGM inh | FadD28 binding
O=C1CC(NCc2ccncc2)C(=O)N1c1ccc(Cl)cc1 (stereo not given) | 5 | -3 | 4 | 1.6 | -1 | -11 | 5 | -1.2 | -0.6
CCn1c(SCC(=O)Nc2cc(C)c(Cl)cc2OC)nnc1-c1ccco1 | 11 | -11 | -2 | 2.5 | 1 | -18 | 10 | 0.1 | -3.0
Fc1cccc(Cl)c1Cn1nnc(-c2ccc(N3CCOCC3)cc2)n1 | -6 | 12 | 0 | -2.0 | 3 | 2 | 5 | -0.9 | -4.2

Continued:
Molecule | GDH-TPI inh | BoNT F protease | Mtb FBA inh | BioA inh | Rv3671c inh | MazF activator | PrPC TRFRET | Mtb UGM inh | FadD28 binding
O=C(Cc1ccc(Br)cc1)NC1CCSC1=O (stereo not given) | 4 | 10 | 1 | · | -5 | 11 | 2 | -0.5 | -1.3
Cc1noc(C)c1C(=O)N1CCC(CO)(Cc2ccccc2)CC1 | -4 | -5 | 1 | · | -6 | 7 | 6 | 0.9 | 0.0
CCN1C(=O)[C@H]2[C@@H](c3ccc(-c4ccc(F)cc4)cc3)N[C@@](Cc3ccccc3)(C(=O)OC)[C@H]2C1=O | 1 | 8 | 1 | -0.4 | -13 | -16 | 4 | -1.9 | -4.9
CC(=O)N/C(=C/c1ccc2c(c1)OCO2)C(=O)Nc1ccccc1 | 24 | -4 | -5 | · | -8 | 16 | 1 | -0.4 | -1.8
Cc1ccc2c(c1)N(C(C)C(=O)NCCc1ccccc1)C(=O)CO2 (stereo not given) | 1 | -3 | -1 | 0.3 | -4 | -6 | 0 | -0.7 | -3.3
COc1ccc(NS(=O)(=O)c2ccc(Cl)c(C(=O)O)c2)cc1S(=O)(=O)N1CCCCC1 | -4 | 3 | -5 | · | -5 | 3 | -4 | 2.8 | -1.3
O=C(NC1CCSC1=O)c1cccc(C(=O)NC2CCSC2=O)c1 (stereo not given) | 0 | 8 | 0 | -0.2 | 0 | 1 | 8 | -1.5 | -1.0
CC(=O)N1CCCc2ccc(NS(=O)(=O)c3ccc(C)c(C)c3)cc21 | 2 | 0 | -2 | 0.3 | 5 | 7 | 21 | -2.9 | -2.5
CC(=O)Nc1ccc(NC(=O)C(C)Sc2nnc(-c3cccs3)o2)cc1 (stereo not given) | 15 | -4 | -2 | -1.8 | 4 | 6 | 12 | 0.0 | -2.3
O=C(N/N=C/c1ccncc1)c1cc2ccccc2cc1O | 18 | 5 | -1 | 1.5 | · | -1 | -2 | -3.5 | -4.1
Cc1ccc2c(c1)[nH]c1c(=O)n(CCN3CCCCC3)cnc12 | 4 | -7 | 9 | 0.1 | 1 | 1 | -5 | -0.1 | -2.9
O=C(COC(=O)c1ccc(F)c(S(=O)(=O)N2CCOCC2)c1)Nc1ccc2c(c1)OCO2 | 3 | 10 | 2 | -1.1 | · | -1 | -6 | · | 1.2
C1CCN(C2CCN(c3nc4nonc4nc3N3CCSCC3)CC2)C1 | 15 | 0 | -2 | · | 0 | 2 | -5 | -1.1 | -2.9
COC(=O)c1ccc(NC(=O)CN(c2ccc(C)cc2)S(=O)(=O)c2c(C)nn(C)c2C)cc1 | 2 | -3 | -3 | -0.6 | -11 | 7 | 0 | 2.6 | -2.8
CCOC(=O)Cc1csc(SCC(=O)Nc2cc(Cl)ccc2Oc2ccccc2)n1 | 2 | -3 | 1 | · | -8 | -21 | 6 | -0.4 | -1.3
COc1ccc(CCC(=O)Nc2ccc(S(=O)(=O)Nc3ncccn3)cc2)cc1 | -2 | · | 1 | -0.1 | 0 | 3 | -2 | 0.9 | 0.2
c1csc(-c2ncc3ccccn23)c1 | 7 | 21 | 3 | 1.4 | 2 | 10 | -2 | -1.5 | -3.8
CCCNC(=O)CN(c1cccc(F)c1)S(C)(=O)=O | 11 | 2 | 3 | -3.9 | -4 | 2 | -4 | 0.5 | -1.0
Cc1c(C(=O)NC2CC2)oc2ccc(S(=O)(=O)N3CCCCCC3)cc12 | -13 | -10 | -1 | · | 4 | 12 | 4 | 1.1 | -3.1
CCC(C(=O)N1CCOCC1)n1nc(C)n2c(cc3cc(C)ccc32)c1=O (stereo not given) | 9 | -12 | 9 | -0.5 | 7 | 1 | -9 | 0.3 | -1.1
O=C1c2ccccc2C(=O)N1CCc1csc(-c2cccc(F)c2)n1 | 15 | 1 | -1 | -1.2 | -7 | -4 | -3 | 1.3 | -2.5
CCOC(=O)c1c(C=O)c2ccccc2n1Cc1ccccc1 | 1 | -21 | 0 | -2.0 | -1 | 0 | 13 | -0.7 | -1.1
CCN(CC(=O)NCc1cccs1)S(=O)(=O)c1cc(NC(C)=O)ccc1OC | -3 | · | 3 | -1.7 | -4 | -1 | -1 | 0.1 | -2.5
COCc1ccccc1Cn1cnc2c1c(=O)n(C)c(=O)n2C | 4 | -1 | 1 | -0.5 | -1 | -9 | 3 | 1.3 | -1.5
CCCNc1nc(C)cc(-c2cc(-c3ccccc3)on2)n1 | 16 | 2 | 11 | -2.2 | -1 | 1 | 1 | -2.6 | -1.8
Cc1cccc(C)c1NC(=O)CN(C)C(=O)COc1cccc2c1OC(C)(C)C2 | 8 | 23 | 7 | · | -17 | -5 | 3 | 1.0 | 2.1
Nc1c(-c2ccccc2)nnn1Cc1ccccc1 | -1 | 3 | -1 | · | -5 | 3 | -4 | 0.8 | -3.1
CCSc1nnc(C)n1-c1ccc(C(=O)O)cc1 | 8 | -11 | 6 | -2.5 | 1 | -10 | 7 | -1.1 | -2.0
O=C(O)c1cccc(-n2cnnn2)c1 | 4 | -17 | 1 | -1.5 | 4 | 1 | 2 | 0.9 | -0.2
O=C1C(Cl)=C(N2CCN(c3ccccc3[N+](=O)[O-])CC2)C(=O)c2ccccc21 | 15 | -24 | -7 | -0.8 | -147 | 20 | -49 | 2.4 | 0.5
COc1ccc(-c2csc(NC(=O)COC(=O)C3=COCCO3)n2)cc1 | 0 | -6 | -1 | · | 4 | -4 | 4 | -0.9 | 0.6
O=C(COc1ccc(Cl)cc1)N1CCN(c2ccc([N+](=O)[O-])c(N3CCOCC3)c2)CC1 | -2 | -5 | -20 | · | 2 | 11 | -8 | 0.2 | -2.9
Cc1cc(C)n(C(=O)Cn2nc(C(F)F)cc2C)n1 | 1 | 4 | 11 | -0.8 | 4 | 12 | 3 | 0.2 | -0.2
COCCCn1c(SCC(=O)Nc2ccc3c(c2)OCCO3)nnc1-c1ccoc1C | -4 | -3 | 0 | -0.4 | 1 | 12 | 5 | 2.9 | -2.3
Cn1c(=O)oc2cc(S(=O)(=O)CCC(=O)Nc3ccccc3)ccc21 | 4 | 10 | -4 | · | 1 | 13 | -5 | -2.0 | -3.8
CCC(=C(c1ccc(O)cc1)c1ccc(OCCN(C)C)cc1)c1ccccc1 | 1 | -6 | -1 | 0.1 | · | 6 | -4 | · | -3.8
CC(=O)NC(CC(C)C)C(=O)NC(CO)C(=O)NC(CCC(=O)O)C(=O)NC(C)C(=O)NC(CC(C)C)C(N)=O (stereo not given) | 6 | -3 | -1 | 1.6 | -1 | -6 | 3 | -1.5 | -3.7
